Screening results as filed in PubChem.
Growth percent in the NCI-60 one-dose screen (48 h, 10 µM unless noted): 100 = growth as untreated, 0 = no growth, -100 = all killed.
NCI/ADR-RES: NCI/ADR-RES ovarian cells; 4.4% of 81,000 active; AID 1794790
COLO 205: COLO 205 colon cancer; 7.3% of 79,000 active
NCI-H226: NCI-H226 lung cancer; 3.5% of 79,000 active; AID 1794732
NCI-H522: NCI-H522 lung cancer; AID 1794739; 8% of 78,000 active
IGROV1: IGROV1 ovarian cancer; 4.7% of 79,000 active; AID 1794786
KM12: KM12 colon cancer cells; 5% of 82,000 active
NCI-H460: NCI-H460 lung cancer; 6.8% of 82,000 active; AID 1794736
NCI-H322M: NCI-H322M lung cancer; AID 1794733; 2.7% of 80,000 active
NCI-H23: NCI-H23 lung cancer; 4% of 80,000 active
Numbers without * were called inactive; x = no result given; & = joins results of further samples. How the source made its calls: active means growth percent below 10; inactive means the rest. This is a random part of the collection, and some 12% of all compounds hit somewhere here.

nr	SMILES	IGROV1	NCI-H226	NCI-H322M	COLO 205	NCI-H23
1	COc1ccc(-c2c(NC(=O)Nc3ccc(Cl)cc3)cnn2-c2ccc(S(N)(=O)=O)cc2)cc1	103.4	91.3	92.7	112.9	101.8
2	CN(C)c1ccc(C(=O)/C=C/c2ccccc2)cc1	105.9	103.1	102.6	114.6	105.0
3	O=C(NCc1ccco1)Nc1ccc(Cl)cc1	112.0	101.6	103.0	117.6	100.9
4	CCCCc1nc(Cl)c(C2CC(C3C(=O)N(C)C(=O)N(C)C3=O)=NN2C(C)=O)[nH]1 (stereo not drawn)	109.1	105.9	93.7	107.9	106.3
5	CCN(CC)CCCN(C(=O)C(c1ccccc1)c1ccccc1)c1ccc(OC)cc1	88.6	96.3	80.6	82.6	98.5
6	CC/C(=C\c1ccc(O)cc1O)c1ccc2ccc(O)cc2[o+]1	102.2	101.3	96.4	147.0	98.5
7	CN(C)c1ccc(/C=N\NC(=O)c2cccnc2)cc1	120.1	105.4	121.1	119.8	107.6
8	COc1cc(/C=C2\NC(=O)N(/C=C3\C(=O)Oc4ccccc4C3=O)C2=O)ccc1O	103.4	97.5	105.2	107.0	96.5
9	CNC(=O)OCc1c(COC(=O)NC)c2n(c1C)CSC2	102.0	100.4	107.1	115.8	106.7
10	COc1ccc(OC)c(/C=C/c2nnc(Nc3ccc(Cl)cc3)o2)c1	80.6	56.1	58.6	74.2	87.8
11	COc1cccc2c1C(=O)c1c(O)c3c(c(O)c1C2=O)C[C@@](O)(/C(C)=N/NC(=O)c1ccc(Cl)cc1)C[C@@H]3OC1CC(N)C(O)C(C)O1 (stereo partly drawn)	-21.8*	-39.4*	-35.3*	-81.4*	-39.7*
12	O=C(/C=C/c1cc(Cl)ccc1Cl)Nc1ncc(Cc2ccc(Cl)cc2)s1	5.9*	26.1	33.5	-45.2*	16.7
13	CCCCCCCCCCCCCCCCCOC(=O)CCCCCCCCCCCCC	110.0	95.8	123.3	117.0	105.1
14	Cn1ncc(CC(=O)O)c1N1C=Nc2ccccc2S1(=O)=O	114.4	100.6	99.5	117.7	98.9
15	C[C@@H]1CN(c2ccc3ncc(C#Cc4cncc(C(=O)Nc5ccc(CN6CCN(C)CC6)c(C(F)(F)F)c5)c4)n3n2)C[C@@H](C)O1	-56.3*	-86.3*	-78.9*	-77.7*	-87.5*

nr	NCI-H460	KM12	NCI/ADR-RES	NCI-H522
1	91.8	91.1	101.0	90.4
2	108.5	99.8	107.8	92.8
3	106.7	108.0	103.1	87.7
4	110.5	104.9	108.2	90.0
5	102.6	94.5	95.9	72.0
6	111.4	101.5	107.2	94.0
7	115.8	x	105.1	108.6
8	107.6	95.9	95.5	86.1
9	101.5	107.9	103.2	99.3
10	15.5	86.5	x	92.9
11	-21.8*	-26.2*	47.8	-70.1*
12	0.2*	13.1	-5.3*	-33.7*
13	107.8	106.0	x	110.6
14	111.5	105.5	97.9	103.0
15	-80.0*	-66.6*	-85.1*	-73.3*

Retrieved by compound from the list above (3):
nr	SMILES	IGROV1	NCI-H226	NCI-H322M	COLO 205	NCI-H23
3	O=C(NCc1ccco1)Nc1ccc(Cl)cc1	112.0	101.6	103.0	117.6	100.9
4	CCCCc1nc(Cl)c(C2CC(C3C(=O)N(C)C(=O)N(C)C3=O)=NN2C(C)=O)[nH]1 (stereo not drawn)	109.1	105.9	93.7	107.9	106.3
1	COc1ccc(-c2c(NC(=O)Nc3ccc(Cl)cc3)cnn2-c2ccc(S(N)(=O)=O)cc2)cc1	103.4	91.3	92.7	112.9	101.8

nr	NCI-H460	KM12	NCI/ADR-RES	NCI-H522
3	106.7	108.0	103.1	87.7
4	110.5	104.9	108.2	90.0
1	91.8	91.1	101.0	90.4

New compounds follow.
nr	SMILES	IGROV1	NCI-H226	NCI-H322M	COLO 205	NCI-H23
16	COc1nc2ccccc2cc1/C=C1/C=C(c2ccccc2)NC1=O	39.0	55.4	81.3	29.3	56.3
17	Cc1ccc(NC(=O)Nc2ccc(C)cc2)cc1	109.9	111.7	104.3	105.5	98.4
18	COc1cnc2c(c1)C(=O)c1c-2n(CCCn2ccnc2)c(=O)c2cc(Cl)ccc12	35.2	6.7*	22.4	11.1	-1.2*
19	CCOC1=CC(=O)CCC1	113.1	104.4	115.9	115.3	104.7
20	CCOc1cccc(/C=N/NC(=O)C(=O)Nc2cccc(C(F)(F)F)c2)c1O	25.3	x	30.7	11.5	43.4
21	O=C(O)c1ccc(-n2cc(/C=N/Nc3c(F)c(F)cc(F)c3F)c(-c3ccc(I)cc3)n2)cc1	71.5	84.7	81.7	81.7	73.2
22	COc1ccccc1CNC(=O)C1CSC2(C)c3ccccc3C(=O)N12 (stereo not drawn)	107.9	x	100.3	105.8	103.3
23	COc1ccc(/C=C2\N=C(c3ccccc3)N(c3cc(OC)c(OC)cc3C(=O)N3N=C(C)CC3=O)C2=O)cc1	99.8	90.1	117.9	111.6	101.6
24	[O-][n+]1ccccc1C(O)CSc1ccccc1 (stereo not drawn)	100.4	x	92.8	105.7	101.2
25	C/C(=N/NC(N)=S)C(=O)O	56.7	90.1	103.0	119.5	101.1
26	CCN(CC)CC(O)CN1CCN(c2cccc(Cl)c2)CC1 (stereo not drawn)	109.1	100.1	101.5	100.1	96.6
27	CCOc1ccncc1[N+](=O)[O-]	118.2	102.1	109.9	109.5	105.7
28	Cc1nc(NCc2ccco2)nc(N2CCOCC2)c1Br	90.8	106.7	91.4	110.8	94.7
29	COc1ccc2[nH]c(O)c(N=Nc3nc(-c4ccccc4)cs3)c2c1	36.1	11.2	26.5	30.0	23.9
30	N#Cc1c(-c2cccs2)cc(-c2cnccn2)nc1SCC(=O)NNC(=S)Nc1ccc(Cl)cc1	99.9	109.5	93.4	121.7	102.9

nr	NCI-H460	KM12	NCI/ADR-RES	NCI-H522
16	15.7	31.5	32.8	38.5
17	104.0	100.8	106.2	100.3
18	1.2*	9.8*	4.8*	12.3
19	110.9	122.3	104.8	x
20	15.2	27.8	9.7*	-0.7*
21	34.4	54.6	81.0	48.9
22	107.3	103.7	102.2	70.0
23	94.4	91.1	78.6	82.6
24	106.5	108.0	101.0	86.9
25	99.3	109.1	65.3	95.9
26	104.1	109.8	96.8	99.4
27	107.7	101.0	105.9	106.0
28	102.7	83.0	89.3	104.1
29	12.3	46.7	3.5*	8.9*
30	100.1	96.7	101.4	99.5

Remaining list, next part:
nr	SMILES	IGROV1	NCI-H226	NCI-H322M	COLO 205	NCI-H23
31	O/N=C(/C[n+]1ccccc1)c1ccc2ccccc2c1	108.0&93.1	98.7&96.7	99.2&103.2	84.3&81.1	96.5&101.5
32	C=C1CCC2C(C)(COC(=O)CC)C(OC(=O)CC)CCC2(C)C1C/C=C1/C(=O)OCC1OC(=O)CC (stereo not drawn)	-0.4*	-18.3*	75.6	-28.1*	57.4
33	FC(F)(F)Oc1ccc(Oc2ccc(Nc3ncnc4onc(-c5ccccc5)c34)cc2)cc1	99.4	x	105.8	109.2	92.2
34	CN(C)c1ccc(C=Nc2n[nH]c(Nc3ccccc3)c2C#N)cc1	111.4	106.8	109.5	111.8	111.7
35	Ic1ccc2ccccc2c1	120.1	109.5	114.8	114.5	100.4
36	O=C1c2cccc3c(-c4ccc(-c5nc6c7ccccc7c7ccccc7c6[nH]5)cc4)ccc(c23)C(=O)N1Nc1ccccc1	60.5	88.8	81.9	97.3	94.8
37	N=C(N)c1ccc(-c2ccc(-c3ccccc3)s2)nc1	82.3	92.8	80.4	-6.3*	94.1
38	O=C(O)Cn1c(O)c(/C=C2/C=c3cc4c(cc3=NC2=O)OCO4)sc1=S	103.4	91.0	93.0	98.6	92.7
39	COc1ccc2c(c1)CCCC21C(=O)Nc2ccc(OC)cc21 (stereo not drawn)	113.8	101.1	90.2	105.6	108.0
40	CCOC(=O)c1cn2c3c(cc(C)cc3c1=O)C(=O)CC2	87.9	89.1	91.7	101.4	96.5
41	CC1(C)OC(=O)NC1c1ccccc1 (stereo not drawn)	106.6	118.1	114.3	105.5	109.8
42	O=c1cc(NNC(=S)Nc2ccccc2)c2cc(Cl)ccc2[nH]1	90.2	89.1	89.2	92.8	90.3
43	C/C(=C(/C)C1CC1CCNS(=O)(=O)c1ccc(C)cc1)c1cccc(C(F)(F)F)c1 (stereo not drawn)	96.2	81.4	96.3	100.7	80.5
44	S=C(Nc1ccccc1)Nc1nnc2c3c4c(sc3ncn12)CCCC4	91.0	81.4	97.0	109.4	93.3
45	CC(=O)NC(CSC/C=C(\C)CCCC(C)CCCC(C)CCCC(C)C)C(=O)O (stereo not drawn)	102.4	92.3	101.3	121.7	92.4

nr	NCI-H460	KM12	NCI/ADR-RES	NCI-H522
31	112.7&106.4	88.0&85.7	96.1&103.5	97.2&104.0
32	79.6	4.0*	-22.9*	x
33	101.0	100.3	96.2	81.7
34	105.4	100.5	106.0	119.5
35	113.5	101.6	102.1	120.9
36	96.0	87.1	97.6	79.0
37	23.1	39.4	96.7	83.9
38	101.6	99.4	101.8	87.9
39	121.5	95.2	105.4	82.4
40	101.3	99.1	100.3	83.9
41	103.2	110.1	106.3	105.3
42	99.7	100.5	100.0	84.7
43	88.7	83.0	81.1	72.6
44	96.1	98.9	101.7	90.2
45	101.0	104.3	101.7	95.1

Further results follow:
nr	SMILES	IGROV1	NCI-H226	NCI-H322M	COLO 205	NCI-H23
46	CCN1CCN(C(=O)[C@]23CC[C@@H](C)[C@H](C)[C@H]2C2=CC[C@@H]4[C@@]5(C)C/C(=C/c6cccc(OC)c6OC)C(=O)C(C)(C)[C@@H]5CC[C@@]4(C)[C@]2(C)CC3)CC1	60.7	46.2	83.7	32.2	42.9
47	c1csc(C2=NN3C(C2)c2ccccc2OC3c2ccncc2)c1 (stereo not drawn)	76.1	85.8	93.1	111.9	89.8
48	O=C(NNc1ccccc1)Nc1cc(Cl)ccc1Cl	116.3	101.2	111.3	108.8	102.5
49	CN(C)S(=O)(=O)c1cccc(C(=O)Nc2nc(-c3ccc(F)c(F)c3)cs2)c1	41.6	46.7	106.4	103.4	45.7
50	COC(=O)[C@]12CC[C@@H](C)[C@H](C)[C@H]1[C@H]1C(=O)C[C@@H]3[C@@]4(C)CCC(=O)C(C)(C)[C@@H]4CC[C@@]3(C)[C@]1(C)CC2	90.1	92.3	106.0	87.2	74.1
51	O=c1[nH]c2ccccc2cc1COc1ccc(Nc2nccc(-c3ccc(Cl)cc3)n2)cc1	101.9	102.9	106.8	116.0	95.9
52	CCCCOCCOCCOC(=O)COc1ccc(OC)cc1	110.8	103.3	98.4	108.4	106.5
53	C[C@H]1[C@H]2[C@H]3CC[C@@H]4[C@@]5(C)CCCNC(C)(C)[C@@H]5CC[C@@]4(C)[C@]3(C)CC[C@@]2(C(=O)N2CCN(C)CC2)CC[C@@H]1C	109.5	104.5	99.9	112.4	100.0
54	Fc1ccc(-c2cs/c(=N\N=C\c3ccc(Cl)cc3)n2/N=C/c2ccc(Cl)cc2)cc1	105.0	95.7	103.5	106.2	76.9
55	C=CCn1c(SC/C(=N/O)c2ccccc2)nnc1-c1cc(-c2ccc(S(N)(=O)=O)cc2)nc2ccccc12	90.0	82.1	95.1	104.0	103.8
56	S=c1nc(-c2nc(=S)[nH]c3c2CCCCC3)c2c([nH]1)CCCCC2	103.7	93.4	96.4	102.3	98.6
57	CC1CC(=O)C2CC1C2(C)C (stereo not drawn)	98.1	96.5	96.9	95.4	104.0
58	CC1(C)[C@H]2C[C@]34CCCN3C(=O)[C@@]2(C[C@@]12Nc1ccccc1C2=O)NC4=O	101.0	82.5	102.7	115.2	99.7
59	CN1CCN(CCOc2ccc(-c3cnc4c(-c5ccc(C(F)(F)F)cc5)cnn4c3)cc2)CC1	38.8	87.8	64.3	-55.7*	48.5
60	COc1ccc(CNc2cccc(C)c2)cc1	90.4	97.3	101.5	117.6	100.3

nr	NCI-H460	KM12	NCI/ADR-RES	NCI-H522
46	20.1	32.7	35.3	52.9
47	100.1	92.2	98.4	87.0
48	105.8	97.8	102.3	x
49	49.4	97.4	22.5	25.2
50	75.6	73.9	82.9	60.8
51	103.0	99.3	101.0	89.1
52	102.4	94.6	101.9	89.6
53	111.4	105.6	105.8	95.2
54	99.8	102.0	95.4	62.7
55	100.4	97.0	101.4	95.2
56	103.5	99.4	99.9	93.1
57	107.2	98.4	104.9	84.9
58	112.3	105.1	102.7	90.0
59	-50.3*	-28.1*	52.8	44.4
60	100.8	108.0	107.5	109.1

Further records follow.
nr	SMILES	IGROV1	NCI-H226	NCI-H322M	COLO 205	NCI-H23
61	COc1cccc(-c2nn(C)c3sc(C(=O)NCCN4CCN(c5ccccc5F)CC4)cc23)c1	65.2	x	87.3	-78.4*	91.2
62	CN(C)CCNC(=O)Cn1c2c(c3c(O)cccc31)C(=O)c1ccccc1-2	106.8	87.8	114.0	96.7	98.4
63	N#C/C(=C\N1CCc2ccccc2C1)S(=O)(=O)c1ccccc1	123.5	116.8	122.7	115.3	103.6
64	CC(=O)c1cc(C(=O)N2c3ccccc3Sc3ccccc32)n2c(C)cccc12	77.7	92.3	86.4	99.1	85.0
65	O=C1C=C(Nc2ccccc2)c2ccccc2C1=O	85.3&65.5	83.4&66.4	98.1&88.3	91.9&107.8	66.1&23.0
66	CCOC(=O)c1cc(C(=O)OCC)c(C#N)c(=O)[nH]1	96.4	111.8	103.3	101.6	98.7
67	CCOC(=O)C#Cc1c(C(=O)OCC)nnn1[C@@H]1O[C@H](COC(C)=O)[C@@H](OC(C)=O)[C@H]1OC(C)=O	91.5	92.2	101.5	45.6	93.4

nr	NCI-H460	KM12	NCI/ADR-RES	NCI-H522
61	57.6	54.2	84.9	60.9
62	111.0	110.1	102.2	90.2
63	120.8	116.8	106.5	93.5
64	99.1	96.3	92.4	77.9
65	93.2&14.5	84.4&65.6	91.4&25.1	86.6&76.8
66	106.2	100.7	99.4	x
67	108.1	109.4	103.7	50.0
